Source: PubChem (Broad Institute)
Cneo AK release: Cryptococcus neoformans lysis via adenylate kinase release | AID 651654 | lysis activity, % at 15 µM | hit rate 0.2% among 360,000 | C. neoformans lysis, adenylate kinase release luminescence, 4 h; normalised: neutral wells 0, clomiphene wells 100;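 active means mean lysis activity across replicates of at least 80%, whatever share of replicates individually reach that level; inactive means mean lysis activity below 80%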
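Material: C. neoformans cells | Amount: Yeast cell density of 5 × 10^6 cells/mL | Medium: Fresh YPD growth medium | Dosing: Single dose | Times: Static 4 h at 37 °C with compound, 1 h detection | Detection: AK luminescence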
miR-122 sensor: inhibitors of miR-122 in Huh7 cells | Huh7 miR-122 Renilla luciferase sensor, 48 h; neutral wells = 0, positive control = 100 | activation (reporter increase), % at 12.5 µM | hit rate 0.3% among 340,000 | AID 602342;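 active means mean replicate activation score at least 90 and every replicate individually at or above 90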;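 further: higher luciferase means less miR-122 activity so hits act as miR-122 inhibitors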
ARNT-TACC3 inh: disruptors of human ARNT/TACC3 interaction; Q9Y6A5; AlphaScreen His-ARNT PAS-B/GST-TACC3 binding, luminescence; TACC3 fragment carries E629A point mutation; inhibition, % at 9.99 µM; hit rate 0.66% among 390,000; AID 623870;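 active means mean inhibition of replicates at least 50% and at least half of replicates each reaching 50%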;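 further: 0% = complete ARNT plus TACC3 wells and 100% = ARNT alone without TACC3; many hits fall short of the cut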
SIRT5 inh: sirtuin-5 (human) deacylase inhibition | inhibition, % at 15 µM | Q9NXA8 | AID 652115 | Purified SirT5, succinyl-peptide AMC, trypsin-coupled fluorescence | hit rate 1.1% among 330,000; in the data active means inhibition above about 15%
Target sequence (Q9NXA8 whole entry, looked up): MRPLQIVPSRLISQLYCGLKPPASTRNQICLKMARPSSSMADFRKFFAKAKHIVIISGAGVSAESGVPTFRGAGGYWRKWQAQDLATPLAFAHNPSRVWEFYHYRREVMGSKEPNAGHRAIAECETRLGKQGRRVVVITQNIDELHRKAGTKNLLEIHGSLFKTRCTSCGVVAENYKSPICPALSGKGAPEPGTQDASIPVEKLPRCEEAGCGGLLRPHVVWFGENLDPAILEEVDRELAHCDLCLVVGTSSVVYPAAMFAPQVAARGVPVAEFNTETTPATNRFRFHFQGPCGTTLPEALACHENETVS
ERp5 inh: ERp5 (human) disulfide isomerase inhibition; AID 651711; inhibition, % at 9.99 µM; ERp5 insulin aggregation, absorbance 650 nm, 90 min; hit rate 0.05% among 350,000;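 active means mean replicate inhibition above about 25%, with every replicate also reaching it, limit read from the data, passing the limit was not always enough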
Target sequence (Q15084 whole entry, looked up): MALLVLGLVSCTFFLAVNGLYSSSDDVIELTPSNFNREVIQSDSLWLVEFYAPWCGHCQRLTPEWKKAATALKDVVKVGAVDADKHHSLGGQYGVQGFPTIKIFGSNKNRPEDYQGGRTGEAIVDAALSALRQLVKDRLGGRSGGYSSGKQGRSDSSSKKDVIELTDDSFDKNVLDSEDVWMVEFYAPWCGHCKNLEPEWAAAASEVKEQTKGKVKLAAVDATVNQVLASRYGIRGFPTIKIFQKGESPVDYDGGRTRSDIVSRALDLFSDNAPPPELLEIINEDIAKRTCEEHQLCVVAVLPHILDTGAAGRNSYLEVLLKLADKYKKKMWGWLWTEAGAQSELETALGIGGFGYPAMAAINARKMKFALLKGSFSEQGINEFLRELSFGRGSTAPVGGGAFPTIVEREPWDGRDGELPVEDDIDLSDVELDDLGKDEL
esBAF inh: SWI/SNF esBAF complex inhibition | AID 602393 | hit rate 2% among 350,000 | mouse ES cells, Bmi1-luciferase knock-in reporter, 24 h; 100% = twice the neutral-well signal | reporter increase, % at 12.5 µM; in the data active means activation above about 40%;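 further: 0% = median of the plate's neutral control wells and 100% = double that signal; a rise in the Bmi1 reporter signal indicates esBAF inhibition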
Statin myotox sup: protects C2C12 myotubes from simvastatin toxicity; ATP luminescence, 48 h; scaled: DMSO 0, geranylgeraniol control 100; rescue of ATP level, % at 7.49 µM; hit rate 0.78% among 330,000;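 active means mean ATP rescue above about 67%, or every replicate alone reaching that limit, limit read from the data, passing the limit was not always enough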;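 further: myotubes were challenged with 10 µM simvastatin during compound exposure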
Numbers without * were called inactive; / = no result given; [ ] = another dose, or the depositor's remark.

SMILES | Cneo AK release | miR-122 sensor | ARNT-TACC3 inh | SIRT5 inh | ERp5 inh | esBAF inh | Statin myotox sup
CCn1c(C)cc2c(c1=O)C(c1ccncc1)C(C#N)=C(N)O2 (stereo unspecified) | -2 | -14 | 3 | / | / | -7 | 23
CC1=C(C(=O)N(C)C)CC(CC(=O)NCc2ccco2)C(=O)N1Cc1ccccc1 (stereo unspecified) | 0 | -8 | / | 16* | 3 | 2 | 0
O=C(C1CCCN(CCCc2ccccc2)C1)N1CCCCCC1 (stereo unspecified) | / | / | 1 | -2 | -8 | / | /
CCc1ccccc1NC(=O)CCNS(=O)(=O)c1cc(Br)cnc1N | -5 | 4 | 5 | 2 | 3 | -3 | 8
Cc1ccc(NC(=O)c2ccc(S(=O)(=O)N3CCCCC3)cc2)cc1 | 6 | -4 | -4 | / | / | 6 | -25
COCC(=O)Nc1ccc2c(c1)[C@H]1C[C@@H](CC(=O)N3CCN(C)CC3)O[C@@H](CO)[C@H]1O2 | -2 | -4[16.7 µM] | -8 | / | / | -5 | 0
CCOC(=O)C1CCCN(CCSc2ccc(C)cc2)C1 (stereo unspecified) | 0 | -3 | -3 | 3 | -2 | 0 | 7
Cc1noc(C(=O)NCc2ccco2)c1Cl | 0 | -5 | -6 | 5 | 3 | 0 | 16
C[C@@H]1CN([C@@H](C)CO)C(=O)c2cccc(NC(=O)Nc3ccc(F)cc3)c2O[C@H]1CN(C)C(=O)Nc1ccccc1 | -1 | 3[16.7 µM] | -7 | -4 | -6 | -3 | 36
O=C(Cc1ccccc1)Nc1nnc(SCC(=O)NC2CCCC2)s1 | / | / | 0 | -1 | -6 | / | /
CCC1CCCCN1C(=O)COc1cccc2c1CCN(C)C2=O (stereo unspecified) | / | / | 1 | -2 | -1 | / | /
CC(=O)NC(C)(c1ccccc1)c1nc(-c2ccncc2)cs1 (stereo unspecified) | 2 | 2 | / | -4 | -1 | -4 | -6
CCOC(=O)CCN | -2 | 3 | -10 | / | -6 | -4 | 2
O=C(NCc1ccc2c(c1)OCO2)c1cccnc1Cl | / | -3 | -6 | -6 | 10 | / | /
CCCN1C(=O)/C(=C/C=C2\N(CC)c3ccccc3C2(C)C)SC1=S | 0 | 3 | -6 | / | / | -19 | -3
Cc1ccccc1CCNC(=O)Cn1ccc2cc(S(=O)(=O)N3CCCC3)ccc21 | -2 | -2 | 0 | -4 | 2 | 2 | -1
COc1cc2cccc(OC)c(=O)c2c(O)c1OC | -1 | -2 | / | -1 | 0 | 15 | -2
COc1ccccc1C(=O)COC(=O)c1cccs1 | -3 | -7 | -19 | -2 | 1 | 81* | -6
Cc1sc2ncnc(OCC(=O)N3CC(=O)Nc4ccccc43)c2c1C | -2 | -5 | -1 | -6 | -6 | -5 | 10
CC(=O)Nc1ccc(-c2ccnc3c2CC(C)(C(=O)NCc2cccc(Cl)c2)O3)cc1 (stereo unspecified) | 4 | 2 | / | 3 | 4 | 2 | 14
CCS(=O)(=O)N1[C@H](CO)[C@H](c2ccc(C#CC(C)C)cc2)[C@@H]1C#N | -5 | / | 21 | 0 | -1 | -1 | -6
COc1cccc(NC(=O)Nc2nnc(CC(=O)Nc3ccccc3)s2)c1 | -2 | 8 | 5 | -2 | 8 | -10 | -9
CC(=O)c1sc(NC(=O)c2ccc3c(c2)OCO3)nc1C | -7 | -5 | -3 | 0 | 4 | 23 | -8
Cc1ccc(OC(C)C(=O)N2CCCc3ccccc32)cc1 (stereo unspecified) | / | 5 | 1 | / | / | -4 | 16
CCCn1c(SCC(=O)NCc2ccco2)nnc1C(C)C | 0 | -8 | -4 | -1 | 10 | 0 | 8
Continued:
SMILES | Cneo AK release | miR-122 sensor | ARNT-TACC3 inh | SIRT5 inh | ERp5 inh | esBAF inh | Statin myotox sup
CCOC(=O)c1ccccc1NC(=O)COC(=O)CCC(=O)c1ccccc1 | 4 | 12 | -15 | 3 | 5 | / | /
Cc1noc(C)c1NC(=O)N(C)C[C@@H]1OCCCC[C@H](C)Oc2ccc(NC(=O)C3CCCCC3)cc2C(=O)N([C@@H](C)CO)C[C@H]1C | -2 | 9[16.7 µM] | 12 | -1 | -1 | -5 | /
Cc1cc(C)cc(OCC(=O)Nc2cccc(-c3nc4ncccc4o3)c2)c1 | -2 | 4 | 14 | 1 | -4 | 19 | 12
N=c1oc2ccccc2cc1C(=O)NCc1ccccc1 | 2 | -7 | -9 | -2 | 6 | 2 | 2
C[C@@H]1CN([C@H](C)CO)C(=O)c2cccc(NC(=O)Nc3ccccc3)c2O[C@H]1CN(C)Cc1ccncc1 | -2 | -2[16.7 µM] | -7 | -1 | 1 | 0 | 8
Cc1cnc(C(=O)OCC(=O)c2ccc(-c3ccccc3)cc2)cn1 | 0 | 0 | 27 | 3 | 2 | -8 | 2
OC1(c2ccccc2)CC(c2ccccc2)c2ccccc2O1 (stereo unspecified) | -5 | 6 | 12 | 0 | -5 | / | 16
COc1cc(NS(=O)(=O)c2ccc(NC(C)=O)cc2)nc(OC)n1 | 2 | -8 | -14 | / | / | 1 | 3
CNC[C@@H]1OCCCC[C@@H](C)Oc2ccc(NC(=O)Nc3ccc(OC)cc3)cc2C(=O)N([C@H](C)CO)C[C@@H]1C | / | 2[16.7 µM] | / | / | / | 1 | 9
O=C(Nc1ccc(F)cc1)N1CCCCN2[C@H](C1)[C@@H](c1ccc(C#CC3CC3)cc1)[C@@H]2CO | 1 | -5[16.7 µM] | 3 | / | / | -4 | -151
CC(=O)N1CCc2cc(S(=O)(=O)Nc3ccc(C)cc3)ccc21 | 4 | 29 | 10 | -4 | 2 | 5 | -10
C[C@H]1CN([C@@H](C)CO)C(=O)Cc2cc(NC(=O)CCCN(C)C)ccc2O[C@@H]1CN(C)CC1CCCCC1 | 1 | -1[16.7 µM] | -9 | 2 | 3 | 0 | -17
CC(C(=O)NCc1cccs1)N1CCN(S(=O)(=O)c2ccc3c(c2)OCCCO3)CC1 (stereo unspecified) | 0 | 2 | 3 | 0 | -1 | 0 | 17
CCOCC(=O)Nc1ccc(S(=O)(=O)N2CCC(c3nc4ccccc4[nH]3)CC2)cc1 | -1 | -2 | 4 | -3 | 0 | -5 | -13
C[C@@H](NC(=O)c1nc[nH]c1C(=O)N[C@@H](CCCCNC(=O)OC(C)(C)C)C(=O)OC(C)(C)C)c1ccccc1 | 4 | -6 | 2 | / | 5 | 2 | -7
Cn1c(-c2sc3cc(C(F)(F)F)cnc3c2-c2cccs2)n[nH]c1=S | / | 0 | -2 | 5 | 5 | / | /
CCN(CC)c1ccc(/C=N/NC(=O)Cc2cccs2)c(O)c1 | 5 | 58 | 32* | / | / | / | /
C[C@H]1COC(=O)CCCC/C=C\C[C@H](CC(=O)N(CCO)Cc2ccccc2)C(=O)N1 | 3 | 1 | 1 | / | 5 | 4 | -1
Cc1noc(C)c1S(=O)(=O)Nc1ccc2c(c1)CC(=O)N([C@H](C)CO)C[C@@H](C)[C@H](CN(C)S(=O)(=O)c1cn(C)cn1)O2 | -1 | -5[16.7 µM] | -1 | -1 | 9 | -2 | -12
C[C@H]1CN([C@@H](C)CO)C(=O)Cc2cc(NC(=O)C3CC3)ccc2O[C@H]1CN(C)C(=O)NC1CCCCC1 | -2 | -3[16.7 µM] | -3 | -8 | 0 | -2 | -9
CCN(CC)S(=O)(=O)c1ccc(/C=C/C(=O)Nc2ccccc2N2CCOCC2)cc1 | -3 | -9 | 3 | 2 | -1 | -3 | 1
O=C(c1ccc(-c2ccc([N+](=O)[O-])cc2)o1)N1CCCCC1 | -2 | 4 | 8 | -4 | 6 | / | /
Clc1cccc2sc(-c3nnc(-c4ccccc4)o3)c(Cl)c12 | 1 | -1 | -17 | / | / | 44* | -52
COc1cccc(N(CC(=O)NC2CCCCC2)C(=O)CCC(=O)Nc2nccs2)c1 | -2 | / | 1 | -2 | 2 | 3 | 19
N#Cc1c(Nc2ccc(F)cc2)sc(C(=O)c2ccc(F)cc2)c1N | -3 | 4 | -2 | 0 | -5 | 2 | -1
Following part:
SMILES | Cneo AK release | miR-122 sensor | ARNT-TACC3 inh | SIRT5 inh | ERp5 inh | esBAF inh | Statin myotox sup
C=CCSc1nc2c(cc1C#N)CCC2 | -2 | -4 | 2 | / | / | 6 | -5
CCCCCc1ccc(-c2cn(Cc3ccc([N+](=O)[O-])cc3)nn2)cc1 | -2 | 0 | -11 | / | / | / | /
CCc1nc2ccc(C(=O)NCc3ccc4c(c3)OCO4)cn2c1N(CCC(C)C)CCN(C)C | 1 | 6 | / | -1 | -5 | -4 | -1
O=C(CSc1nc2ccccc2n1S(=O)(=O)c1ccccc1)N1CCCCC1 | -1 | -3 | -3 | / | / | 7 | 3
CC(C)(C)NS(=O)(=O)c1ccc(/C=C/C(=O)O)cc1 | -2 | -5 | -12 | -4 | 2 | 2 | -17
COc1ccc(CN(C)C[C@@H]2Oc3ccc(NS(=O)(=O)c4cn(C)cn4)cc3CC(=O)N([C@@H](C)CO)C[C@H]2C)cc1 | -3 | 4[16.7 µM] | 1 | 0 | -1 | -2 | 0
CCc1cc(OCCCSc2nc(C)cc(=O)[nH]2)ccc1Cl | -8 | -1 | 11 | / | / | -1 | 40
COc1ccc(C(=O)Nc2ccc(S(=O)(=O)NC(C)C)cc2)cc1 | -1 | 2 | -22 | / | / | -1 | 1
Cc1nnsc1C(=O)Nc1cccc(Cl)c1Cl | -1 | -17 | / | / | / | -5 | 4
CN(C(=O)COC(=O)c1ccccc1SCC(=O)N1CCCC1)C1CCS(=O)(=O)C1 (stereo unspecified) | 3 | / | 1 | -1 | -1 | -4 | 3
O=C(NNC(=S)NCc1ccco1)c1ccccc1Br | 0 | -2 | -4 | 0 | 6 | -3 | -8
CN(C)c1ccc(CNC(=O)CC[C@H]2O[C@@H](n3cnc4c(NC(=O)c5ccccc5)ncnc43)[C@H](O)[C@@H]2O)cc1 | 0 | 1 | / | -1 | 1 | 22 | -1
CCOc1ccc(S(=O)(=O)NCc2ccncc2)cc1NC(=O)c1ccccc1F | -3 | / | -3 | -5 | 2 | 5 | -45

Two entries from above, with values under each structure.
Values run as follows: Cneo AK release, miR-122 sensor, ARNT-TACC3 inh, SIRT5 inh, ERp5 inh, esBAF inh, Statin myotox sup
C=CCSc1nc2c(cc1C#N)CCC2
    -2, -4, 2, /, /, 6, -5
CCCCCc1ccc(-c2cn(Cc3ccc([N+](=O)[O-])cc3)nn2)cc1
    -2, 0, -11, /, /, /, /

Grouped by structure: the entries above with a halogen (13)
SMILES | Cneo AK release | miR-122 sensor | ARNT-TACC3 inh | SIRT5 inh | ERp5 inh | esBAF inh | Statin myotox sup
CCc1ccccc1NC(=O)CCNS(=O)(=O)c1cc(Br)cnc1N | -5 | 4 | 5 | 2 | 3 | -3 | 8
Cc1noc(C(=O)NCc2ccco2)c1Cl | 0 | -5 | -6 | 5 | 3 | 0 | 16
C[C@@H]1CN([C@@H](C)CO)C(=O)c2cccc(NC(=O)Nc3ccc(F)cc3)c2O[C@H]1CN(C)C(=O)Nc1ccccc1 | -1 | 3[16.7 µM] | -7 | -4 | -6 | -3 | 36
O=C(NCc1ccc2c(c1)OCO2)c1cccnc1Cl | / | -3 | -6 | -6 | 10 | / | /
CC(=O)Nc1ccc(-c2ccnc3c2CC(C)(C(=O)NCc2cccc(Cl)c2)O3)cc1 (stereo unspecified) | 4 | 2 | / | 3 | 4 | 2 | 14
O=C(Nc1ccc(F)cc1)N1CCCCN2[C@H](C1)[C@@H](c1ccc(C#CC3CC3)cc1)[C@@H]2CO | 1 | -5[16.7 µM] | 3 | / | / | -4 | -151
Cn1c(-c2sc3cc(C(F)(F)F)cnc3c2-c2cccs2)n[nH]c1=S | / | 0 | -2 | 5 | 5 | / | /
Clc1cccc2sc(-c3nnc(-c4ccccc4)o3)c(Cl)c12 | 1 | -1 | -17 | / | / | 44* | -52
N#Cc1c(Nc2ccc(F)cc2)sc(C(=O)c2ccc(F)cc2)c1N | -3 | 4 | -2 | 0 | -5 | 2 | -1
CCc1cc(OCCCSc2nc(C)cc(=O)[nH]2)ccc1Cl | -8 | -1 | 11 | / | / | -1 | 40
Cc1nnsc1C(=O)Nc1cccc(Cl)c1Cl | -1 | -17 | / | / | / | -5 | 4
O=C(NNC(=S)NCc1ccco1)c1ccccc1Br | 0 | -2 | -4 | 0 | 6 | -3 | -8
CCOc1ccc(S(=O)(=O)NCc2ccncc2)cc1NC(=O)c1ccccc1F | -3 | / | -3 | -5 | 2 | 5 | -45
